DAX1 inh-1 – blocks DAX1 repression of SF-1 activated StAR promoter | HEK293T StAR-luciferase reporter, SF-1/DAX-1 repression relief | inhibition, % at 6.8 µM | AID 652010 | hit rate 1.1% among 370,000;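 active = inhibition above the mean over all tested compounds plus 3 SD, cut at about 3.6% in these data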;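 also: 0% = DAX-1 cells with DMSO and 100% = cells lacking DAX-1 with DMSO; higher inhibition means more luminescence from relief of DAX-1 repression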
SMARCA2 act – activators of SMARCA2 function; AID 652017; MG213 cells, MMTV-luciferase reporter, dexamethasone, overnight; hit rate 1% among 370,000; activation, % at 9.1 µM; in the data active = activation above about 7.8%;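 also: 0% = vehicle wells and 100% = reference activator wells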
PLC-beta3 inh – PLC-beta3 (human) inhibition, primary screen | hit rate 0.18% among 370,000 | AID 720704 | inhibition, % at 12.2 µM | Purified PLC-beta3, fluorogenic substrate, fluorescence | Q01970; in the data active = inhibition above about 11%;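 also: 0% = median of compound wells on plate and 100% = full blocker control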
ssDAF-12 act – activators of S. stercoralis DAF-12 nuclear receptor. HEK293 ssDAF-12/GRIP1 lit1-tk-luc reporter, luminescence; % of 3 µM dafachronic acid response. hit rate 1% among 370,000. AID 652126. activation, % at 6.8 µM;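 active = activation above the mean over all tested compounds plus 3 SD, cut at about 0.9% in these data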;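 also: 0% = DMSO-only wells and 100% = 3 µM delta7-dafachronic acid wells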
ADAM17 inh – inhibits human ADAM17. inhibition, % at 6.95 µM. AID 720648. recombinant ADAM17, EDANS/DABCYL FRET peptide cleavage. P78536. hit rate 0.83% among 370,000;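 active = inhibition above the mean of compounds lying between control limits plus 3 SD, set per campaign, cut at about 8.5% in these data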;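 also: 0% = DMSO-only wells as the low control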
MBD2 DNA inh – blocks human MBD2 binding to methylated DNA | hit rate 0.31% among 370,000 | inhibition, % at 4.4 µM | Q9UBB5 | TR-FRET, MBD2 binding to methylated oligonucleotide; in the data active = inhibition above about 13%
Target sequence (Q9UBB5 whole entry, looked up): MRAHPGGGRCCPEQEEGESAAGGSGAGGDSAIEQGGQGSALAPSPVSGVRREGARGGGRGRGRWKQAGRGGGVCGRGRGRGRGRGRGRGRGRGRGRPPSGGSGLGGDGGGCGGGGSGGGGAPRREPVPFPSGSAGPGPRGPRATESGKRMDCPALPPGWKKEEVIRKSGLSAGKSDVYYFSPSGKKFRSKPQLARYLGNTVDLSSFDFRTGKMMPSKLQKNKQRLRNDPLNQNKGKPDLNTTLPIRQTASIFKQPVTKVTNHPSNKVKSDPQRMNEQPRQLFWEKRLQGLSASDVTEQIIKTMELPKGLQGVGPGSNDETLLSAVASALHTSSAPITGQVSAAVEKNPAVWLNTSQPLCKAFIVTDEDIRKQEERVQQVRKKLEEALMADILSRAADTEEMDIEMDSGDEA
NR1D1 modulator – modulates human Rev-erb alpha binding to DNA; activity, % at 10 µM; Rev-erbα–FITC-DNA binding, fluorescence polarization, 90 min; hit rate 0.79% among 370,000; P20393; AID 1259318;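 active = activity above about 14%, limit read from the data; passing the limit was not always enough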;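 also: 0% = DMSO wells with 35 nM protein and 100% = DMSO wells with 750 nM protein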
PLC-gamma1 inh – PLC-gamma1 (human) inhibition, primary screen | hit rate 0.84% among 370,000 | purified PLC-gamma1, fluorogenic substrate, fluorescence | AID 720700 | P19174 | inhibition, % at 12.2 µM; in the data active = inhibition above about 9.5%
hgDAF12 agonist – agonists of H. glycines DAF-12 nuclear receptor. activation, % at 6.8 µM. hit rate 1.8% among 370,000. HEK293 GAL4-hgDAF12 UAS-luciferase reporter, agonist luminescence; normalized to butyrate control;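 active = activation above a cutoff set at the mean of all screened compounds plus 3 SD, cut at about 10% in these data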;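 also: 0% = DMSO wells and 100% = sodium butyrate wells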
hcDAF12 agonist – activates DAF-12 receptor from parasite H. contortus. activation, % at 6.8 µM. hit rate 1.4% among 370,000. HEK293 hcDAF-12 lit1-tk-luc reporter, luminescence; 0% DMSO, 100% Δ7-dafachronic acid;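 active = activation above the mean of all tested compounds plus 3 SD, cut at about 5.5% in these data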;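 also: 100% = response to 3 µM Δ7-dafachronic acid high control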
DAX1 inh-2 – inhibits human nuclear receptor DAX1. P51843. HEK293 Gal4-DAX1 luciferase reporter, luminescence. inhibition, % at 6.75 µM. hit rate 0.99% among 340,000. AID 504766;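 active = inhibition above the mean over all tested compounds plus 3 SD, cut at about 4.2% in these data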;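 also: 0% = DAX1-transfected cells with DMSO and 100% = empty-vector control cells with DMSO; inhibition shows as a rise in luminescence from relieved DAX1 repression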
Target sequence (P51843 207-470 limits assumed): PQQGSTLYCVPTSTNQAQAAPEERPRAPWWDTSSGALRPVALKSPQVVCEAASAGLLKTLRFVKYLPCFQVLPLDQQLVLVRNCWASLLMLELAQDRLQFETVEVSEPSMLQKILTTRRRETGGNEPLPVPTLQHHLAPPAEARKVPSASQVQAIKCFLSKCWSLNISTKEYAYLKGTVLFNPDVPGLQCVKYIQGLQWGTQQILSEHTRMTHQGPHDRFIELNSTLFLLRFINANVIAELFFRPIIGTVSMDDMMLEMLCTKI
An asterisk follows results filed as active; i = inactive; . = not tested or not shown.

SMILES	DAX1 inh-1	SMARCA2 act	PLC-beta3 inh	ssDAF-12 act	ADAM17 inh	MBD2 DNA inh	NR1D1 modulator	PLC-gamma1 inh	hgDAF12 agonist	hcDAF12 agonist	DAX1 inh-2
CC(=O)N1CCCc2cc(S(=O)(=O)N3CCCC(C(=O)N4CCN(c5cccc(Cl)c5)CC4)C3)ccc21 (centres undefined)	-1.9	-9	-4	-2.4	7	-2	-1	5	-12	-6.1	-5.7
CC(=O)Nc1sc(NC(=O)c2ccc(C)cc2)nc1-c1cccs1	-0.2	4	-2	-1.2	-1	-5	4	-3	1.0	-1.1	0.4
O=C(NCCCN1CCOCC1)c1ccc(Cl)cc1Cl	0.2	4	0	-0.6	-1	-7	3	5	1.6	-0.2	-0.7
CCN(c1ccc(NC(=O)COC(=O)c2ccc([N+](=O)[O-])o2)cc1)C(C)C	-2.1	2	1	0.2	-2	-7	-4	-1	2.8	0.3	0.8
Cc1ccsc1C(=O)OCC(=O)NC1CCCCC1	2.8	2	2	0.1	-7	3	-9	2	11*	3.3	2.5
CCCCN1C(=O)C(CC(=O)NC(c2ccccc2)c2ccccc2)CC(C(=O)N(CC)CC)=C1C (centres undefined)	1.4	-3	-2	-1.4	-7	-1	1	-2	-0.8	-1.5	0.2
OCCC1CN(C2CCC2)CCN1Cc1ccc(F)c(F)c1 (centres undefined)	0.5	-1	0	-1.1	2	-6	-2	0	-1.7	2.6	-0.5
COc1cc(N)c(Cl)cc1NC(=O)c1ccccc1	0.5	-2	0	-0.7	-2	-1	-5	-1	2.8	-0.2	1.1
Cc1csc(NC(=O)CSc2nc3ccccc3c(=O)[nH]2)n1	-0.3	-2	-1	-0.3	-4	-3	-4	-1	1.6	-0.8	0.2
COC(=O)c1cn(NC(=O)c2cc(OC)cc(OC)c2)c(=O)c2ccccc12	-0.5	1	0	-0.8	-3	4	0	1	-0.3	0.9	0.1
COc1cc2c(cc1OC)C(C)N(C(=O)Cn1ncc3c1-c1ccccc1OC3)CC2 (centres undefined)	-0.9	2	-6	-1.8	3	-2	1	2	-1.1	-1.9	0.6
CCCCC[n+]1ccn(C2=C([O-])c3ccccc3C(=O)/C2=N\S(=O)(=O)c2ccc(Br)cc2)c1	0.0	3	-3	-1.6	0	-3	8	4	0.3	-0.3	0.5
CS(=O)(=O)N1CCN(c2ccc(C(=O)NC3C4CC5CC(C4)CC3C5)cc2[N+](=O)[O-])CC1 (centres undefined)	-0.7	0	2	-0.7	1	0	-3	7	-2.1	0.5	-0.5
CN(C)S(=O)(=O)c1cccc(NC(=O)CCc2c[nH]c3ccccc23)c1	-0.1	7	-2	-0.4	0	2	2	2	-3.2	2.0	-0.3
COc1ccc(-c2noc(-c3csc([C@@H]4O[C@H](CO)[C@H](O)[C@H](O)[C@H]4O)n3)n2)cc1OC	0.8	0	3	-0.8	1	1	2	-1	5.4	-0.2	.
O=C(CN1C(=O)CSC1=O)Nc1ccc2c(c1)OCCO2	-0.4	1	-1	-1.0	-5	-1	-4	2	1.1	0.8	-0.5
Cc1onc(-c2c(F)cccc2Cl)c1C(=O)NC(=S)NCc1cccnc1	0.0	-4	1	-1.8	2	1	-4	3	-2.9	-2.4	0.2
COc1ccc([C@H]2C[C@@H](O)[C@H](n3cc(C4CC4)nn3)CN2Cc2cccs2)cc1	0.0	-5	2	-0.7	7	2	-10	6	-1.5	-2.8	-0.5
c1ccc(CN2C3=NCCN3c3ccccc32)cc1	0.6	0	0	-1.4	-1	-3	4	-1	1.3	-2.1	0.0
COc1ccc(NC(=O)N2CC(C)OC(C)C2)cc1OC (centres undefined)	0.7	-1	3	-1.6	1	-4	-3	7	0.6	-1.5	-0.1
O=S(=O)(NC1=NCCCCCC1)c1cccs1	-0.5	0	-3	-1.6	-8	4	6	-1	2.5	-2.0	0.0
Cc1[nH]c2ccccc2c1CC(=O)Nc1ccc(Nc2cccnc2)c(Br)c1	-2.3	-3	-9	0.5	0	-4	7	-12	2.4	1.8	.
O=C(COc1ccc(Cl)cc1)Nc1ccc2oc(-c3ccncc3)nc2c1	-0.4	5	-34	-1.3	-10	0	7	-25	0.2	-0.5	0.9
O=S(=O)(c1ccccc1)N1N=C(c2cccs2)CC1c1cccc(O)c1 (centres undefined)	-0.7	-1	-11	-1.1	2	6	-2	4	-1.4	-0.2	0.4
COC(=O)Cc1ccc(NC(=O)c2ccc(Br)o2)cc1	0.3	6	2	-1.2	-2	1	4	0	12*	3.2	-0.3
CC1CC(C)CN(C(=O)c2ccc(S(=O)(=O)N3CCCC3)cc2)C1 (centres undefined)	-2.0	-4	3	-1.4	-1	0	1	2	-3.3	-0.2	-0.2
NC(=S)N/N=C/C=C/c1ccccc1	-1.6	2	3	-0.6	6	-3	2	9	3.4	-2.2	0.0
O=C(/C=C/c1ccccc1)N1CCC(Cc2ccccc2)CC1	0.8	5	1	-1.3	-2	4	0	1	2.3	0.7	0.6
CCOc1ccc(NC(=O)C(C)Sc2nccn2C)cc1 (centres undefined)	0.2	-1	-9	-1.0	-2	7	-6	0	2.1	0.1	0.8
O=C(NC1CCCc2ccccc21)c1ccccc1Br (centres undefined)	0.0	-2	8	-0.6	7	-1	-6	6	-0.6	-0.3	-0.2
CC1CCCCN1C(=O)COC(=O)C1CCN(S(=O)(=O)c2ccc3c(c2)OCCO3)CC1 (centres undefined)	-1.0	-1	-2	-0.8	-1	-3	-2	-1	4.2	-0.7	1.2
CC1(C)CC(=O)c2sc(NC(=O)CCS(=O)(=O)c3ccccc3)nc2C1	-1.4	2	-2	-1.4	-7	1	-7	-2	-3.5	-3.1	-0.2
C=CCN1C(=O)CN=C1Nc1ccc(F)cc1	-0.2	-6	1	-0.8	1	-1	2	6	-2.6	0.1	0.7
Cc1cc(C)nc(N2N=C(C(C)(C)C)CC2=O)n1	0.8	-3	-2	-1.1	-2	-1	-2	0	-0.7	-1.5	0.2
CC(=O)c1cccc(N/C=C\c2nnnn2-c2ccc(F)cc2)c1	-0.4	0	-9	-1.6	-5	4	-11	-7	0.1	0.8	-0.8
COc1ccc(NC(=O)CN(C)C(=O)Cc2n[nH]c(=O)c3ccccc23)cc1	3.6	-2	1	-0.5	-3	-3	-9	-2	3.5	0.9	0.2
CCCn1nc2cc(C(=O)NCc3ccc(OC(F)(F)F)cc3)ccc2c1OCC	-0.6	1	i	-1.5	-200	0	2	-416	-3.0	-1.5	-1.3
CC(C)(C)OC(=O)C[C@@H]1C/C=C\C[C@@H](CC(=O)NCCO)C(=O)N2CCC[C@H]2COC1=O	0.2	1	1	-1.4	-2	0	4	-1	1.6	-0.5	0.6
CC(=N\NC(=O)c1ccccc1)/C(=N/O)C(=O)Nc1ccccc1	0.5	-4	-3	-0.2	3	0	-3	5	3.2	-0.2	1.9
CSc1ccc(S(=O)(=O)NCC(=O)OCC(=O)N2CCCC2=O)cc1[N+](=O)[O-]	-0.5	-1	2	-1.2	0	1	0	9	-0.2	-1.6	-0.2
COc1ccc(C)cc1NC(=O)COC(=O)c1ccc(OCc2ccc(Cl)cc2Cl)c(OC)c1	0.4	-1	3	-0.7	0	2	-3	4	2.3	-0.5	-1.1
Cc1ccc(C(=O)Nc2nc(N)n(-c3ccccc3)n2)cc1	0.6	-1	-11	-0.1	-6	4	0	-2	3.4	-0.4	.
COc1ccc(CN2C(=O)c3ccccc3C2c2nnnn2C(C)C)cc1OC (centres undefined)	2.9	7.8*	3	-0.2	1	-4	11	8	2.4	3.7	.
CCN1CCN(Cc2c3ccccc3cc3ccccc23)CC1	-0.6	-1	-14	-0.4	-17	2	-2	-12	3.7	1.4	0.7
Cc1ccc(N(C(=O)c2snc(C(N)=O)c2N)C(C(=O)NC2CCCC2)c2ccco2)cc1 (centres undefined)	0.3	7	-31	-0.7	-10	-1	-1	-21	-1.8	-0.6	-1.0

Record cards, from the list above:
COc1ccc([C@H]2C[C@@H](O)[C@H](n3cc(C4CC4)nn3)CN2Cc2cccs2)cc1 in the list: DAX1 inh-1: 0.0; SMARCA2 act: -5; PLC-beta3 inh: 2; ssDAF-12 act: -0.7; ADAM17 inh: 7; MBD2 DNA inh: 2; NR1D1 modulator: -10; PLC-gamma1 inh: 6; hgDAF12 agonist: -1.5; hcDAF12 agonist: -2.8; DAX1 inh-2: -0.5
CC(=O)Nc1sc(NC(=O)c2ccc(C)cc2)nc1-c1cccs1 in the list: DAX1 inh-1: -0.2; SMARCA2 act: 4; PLC-beta3 inh: -2; ssDAF-12 act: -1.2; ADAM17 inh: -1; MBD2 DNA inh: -5; NR1D1 modulator: 4; PLC-gamma1 inh: -3; hgDAF12 agonist: 1.0; hcDAF12 agonist: -1.1; DAX1 inh-2: 0.4

Grouped by structure: those above containing a nitro group on carbon.
SMILES	DAX1 inh-1	SMARCA2 act	PLC-beta3 inh	ssDAF-12 act	ADAM17 inh	MBD2 DNA inh	NR1D1 modulator	PLC-gamma1 inh	hgDAF12 agonist	hcDAF12 agonist	DAX1 inh-2
CCN(c1ccc(NC(=O)COC(=O)c2ccc([N+](=O)[O-])o2)cc1)C(C)C	-2.1	2	1	0.2	-2	-7	-4	-1	2.8	0.3	0.8
CS(=O)(=O)N1CCN(c2ccc(C(=O)NC3C4CC5CC(C4)CC3C5)cc2[N+](=O)[O-])CC1 (centres undefined)	-0.7	0	2	-0.7	1	0	-3	7	-2.1	0.5	-0.5
CSc1ccc(S(=O)(=O)NCC(=O)OCC(=O)N2CCCC2=O)cc1[N+](=O)[O-]	-0.5	-1	2	-1.2	0	1	0	9	-0.2	-1.6	-0.2

The listing continues.
SMILES	DAX1 inh-1	SMARCA2 act	PLC-beta3 inh	ssDAF-12 act	ADAM17 inh	MBD2 DNA inh	NR1D1 modulator	PLC-gamma1 inh	hgDAF12 agonist	hcDAF12 agonist	DAX1 inh-2
CC(C)c1ccccc1NC(=O)C1C2C=CC(C2)C1C(=O)O (centres undefined)	0.5	-2	-6	-1.7	0	2	8	0	-0.4	1.3	-0.9
CC(=O)NNC(=O)CCC(=O)Nc1ccccc1	0.5	-3	-1	-0.6	6	-4	-1	3	0.5	-0.5	-0.4
O=C(CCn1c(=S)[nH]c2ccccc2c1=O)NCCc1ccc(Cl)cc1	0.7	-4	0	-1.7	-2	8	6	-4	0.4	-1.7	-0.8
COc1cc(OC)cc(C(=O)NCCN2CCOCC2)c1	-0.8	-2	3	0.8	-2	-3	2	4	-0.9	-1.6	-1.4
COC(=O)C1CN(C(=O)C(C)Oc2ccc(C)c(C)c2)c2ccccc2O1 (centres undefined)	0.0	1	-5	-1.1	-2	2	9	1	-1.0	-1.1	-0.9
CCOc1ccc(NC(=O)CS(=O)CC(=O)N(CC(=O)NC(C)(C)C)C2CCCC2)cc1 (centres undefined)	-0.3	-1	0	-0.3	-2	-4	-2	-1	1.0	-1.6	1.3
COc1ccc2[nH]c(C)c(CCNC(=S)Nc3ccccc3C)c2c1	0.0	-1	-13	-1.6	-1	-3	-3	-9	-0.1	0.3	-0.3
Cc1ccc(C)c(S(=O)(=O)N(C)C2(C)CCS(=O)(=O)C2)c1 (centres undefined)	0.3	-1	-6	-0.5	0	1	-7	0	1.2	-1.1	0.5
CC(C)C[C@H]1COc2cc(Br)ccc2S(=O)(=O)N1Cc1ccc(F)cc1F	0.0	6	6	-1.8	-1	0	0	3	3.1	1.2	.

Compound activity deposited in PubChem BioAssay by several laboratories.
